Assay outcomes from PubChem BioAssay.
XIAP antagonists: XIAP antagonists, biochemical, IAP family, fluorescence polarization (AID 1018) | displacement, % at 20 µM, or IC50 in µM where a hit was titrated | hit rate 0.007% among 200,000 | E3 ubiquitin-protein ligase XIAP (Homo sapiens) | XIAP BIR domain, fluorescence polarization peptide displacement; higher % means a stronger effect; in the data active = displacement above about 50%; note: a part of the inactive calls stands beside numbers as strong as those of hits
Dengue-2 NS5 capping: Dengue-2 NS5 methyltransferase inhibitors, primary screen, biochemical, confirmation dose response (AID 588689); Genome polyprotein (Dengue virus type 2 (strain 16681-PDK53)); Dengue-2 NS5 methyltransferase capping enzyme assay, biochemical; higher % means a stronger effect; inhibition, % at 25 µM; hits with a dose series show IC50 in µM; hit rate 0.3% among 340,000; in the data active = a potency from the dose series; inconclusive = inhibition above about 29% without an active follow-up result
WT yeast gro inh: growth inhibition of WT strain, primary screen, mitochondrial fusion inhibitor project, WT and mutant strains, chemical genetic | mitochondrial fusion phenotypic screen | inhibition, % at 10 µM | AID 1362, 2008 | hit rate 2.1% among 190,000; in the data active = inhibition above about 58%; tested in S. cerevisiae
Yfh1-depleted yeast: enhancers of respiration in Yfh1-depleted yeast, dose response, Friedreich's ataxia, plus single-dose screen (AID 1465); hit rate 0.074% among 220,000; one-dose fold induction at 50 µM; EC50 in µM for titrated hits; S. cerevisiae Yfh1-off respiration, WST-1 reduction, 72 h; higher fold induction means a stronger effect;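 active = fold induction of absorbance versus untreated yeast above a set limit, then at least 30% activation at any dose in follow-up; inconclusive = repeats straddling the limit, or above it without dose testing; inactive = fold induction below the set limit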;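 note: activators that raise dye reduction in frataxin-depleted yeast; strong numbers were not always called active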
West Nile antiviral: West Nile virus antiviral activity, cell-based, CPE readout (AID 1621); CPE inhibition, % at 10 µM; hits with a dose series show IC50 in µM; hit rate 0.02% among 290,000; West Nile virus-infected cells, CPE inhibition; higher % means a stronger effect; in the data active = a potency from the dose series; inconclusive = CPE inhibition mostly from about 3.7% at the one dose, without a potency; inactive = the rest, 99 in 100 with CPE inhibition below about 2.2%; note: strong numbers were not always called active
UTI89 phage lysis: inhibition of K1F phage lysis, E. coli UTI89, bacterial capsule biogenesis inhibitors, alamar blue (AID 488966) | E. coli UTI89 K1F phage lysis, alamar blue, 2 h; higher % means a stronger effect | one-dose inhibition, % at 100 µM; IC50 in µM for titrated hits | hit rate 0.02% among 340,000;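 active = phage lysis inhibition, versus mean bacterial control, above a set limit; inconclusive = no clear call, values can overlap the other calls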;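 note: capsule biogenesis inhibitors block K1F phage lysis so surviving cells raise fluorescence; higher fluorescence means more inhibition of phage lysis; actives were called in the ten point dose series up to 300 µM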
RSV CPE inhibition: RSV antiviral activity via CPE protection, HEp-2 cells, primary 10 µM value included (AID 2391); HEp-2 cells, RSV-induced CPE inhibition; higher % means a stronger effect; CPE inhibition, % at 10 µM; hits with a dose series show IC50 in µM; hit rate 0.13% among 310,000; in the data active = a potency from the dose series; inconclusive = CPE inhibition mostly from about 23% at the one dose, without a potency; inactive = the rest, 99 in 100 with CPE inhibition below about 21%; note: strong numbers were not always called active
CSM14.1 death rescue: rescue of cells from ER stress-induced death, primary screen, 384-well, CSM14.1, thapsigargin, ATP luminescence (AID 1222); CSM14.1 thapsigargin-induced death rescue, ATP luminescence; higher % means a stronger effect; 190,000 tested, under 10 active; cellular ATP content (survival), % at 20 µM, or EC50 in µM where a hit was titrated;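 active = EC50 below 50 µM in the dose-response confirmation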;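 note: death triggered by thapsigargin at about 15 µM added after 2 h compound pretreatment; cell ATP read after overnight thapsigargin exposure of roughly 18 to 22 hours; normalized against plate controls of thapsigargin alone and 5% DMSO vehicle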
Large T inhibition: SV40 large T antigen inhibitors, biochemical (AID 1903); SV40 large T antigen ATPase/helicase inhibition assay; higher % means a stronger effect; inhibition, % at 20 µM; hits with a dose series show IC50 in µM; hit rate 0.39% among 310,000; in the data active = a potency from the dose series; inconclusive = inhibition mostly from about 32% at the one dose, without a potency; inactive = the rest, 99 in 100 with inhibition below about 32%; note: strong numbers were not always called active
WT yeast gro inh mutant strain: recorded beside WT yeast gro inh, whose call it bears; inhibition, %; mitochondrial fusion phenotypic screen, mutant strain inhibition
Dengue-2 NS5 capping pilot replicate: also measured in Dengue-2 NS5 capping; calls as there; inhibition, %; measured here: pilot screen replicate inhibition
* hit, by the source's call; i = inactive; ? = inconclusive; · = no result given; & = joins results of further samples; [ ] = another dose, or the depositor's remark.

SMILES	XIAP antagonists	Dengue-2 NS5 capping	WT yeast gro inh	WT yeast gro inh mutant strain	Yfh1-depleted yeast	West Nile antiviral	UTI89 phage lysis	RSV CPE inhibition	CSM14.1 death rescue	Large T inhibition	others
CCOc1ccccc1-n1c(O)c(C=Nc2c(C)n(C)n(-c3ccccc3)c2=O)c(=O)[nH]c1=O	-8.2%	-6%	14	19	i	0.5%	0.9%[50 µM]	2.7%	-1.4%	9%
COC(=O)C1=C(c2ccccc2)C[C@@H]2CC[C@H]1N2C(=O)NCC1CC1	·	7%	·	·	i	-0.3%	-0.2%	1.3%	·	20%
CCn1cc(/C=c2/sc3n(c2=O)C2c4ccccc4OC(C)(N=3)C2C(=O)OC)c(C)n1 (configuration not stated)	-0.5%	2%	-8	-9	i	-0.2%	-0.4%	1.0%	-0.4%	14%
N=c1ccccn1Cc1ccccc1	-9.0%	1%	-12	7	i	0.2%	-0.2%	0.5%	·	-1%
CC[C@@H]1C=CC=CC[C@H](C)[C@@H](O)[C@@H](C)C(=O)[C@H](C)[C@@H](O)[C@H](C)C(=O)[C@H](C)[C@@H](O)[C@H](C)C=CC(=O)O[C@H]2[C@@H](C)[C@@H](CC1)O[C@@]1(CC[C@@H](C)[C@@H](C[C@H](C)O)O1)[C@@H]2C	·	·	·	·	i	?	·	4.8%	·	6%
COc1cccc2cc(-c3cc(=O)oc4ccc(OC(=O)N(C)C)cc34)oc12	·	-3%	·	·	·	-0.2%	0.3%	3.2%	·	12%
O=C(Cc1ccccc1)OCCNC(=O)c1cccnc1	-16%	-6%	-2	9	i	-0.2%	0.2%	1.6%	1.2%	19%
COc1cccc(CNCCc2ccccc2)c1OC	-6.1%	0%	5	7	i	-1.1%	0.8%	-1.2%	-0.6%	-1%
Cc1nn(C)c(C)c1P(=S)(c1c(C)nn(C)c1C)N(C)C	-5.9%	-5%	10	1	i	-0.1%	4.0%	1.2%	-0.9%	9%
O=Cc1cn(Cc2ccc(Br)cc2)c2ccccc12	·	-5%	·	·	·	-0.2%	-0.2%	2.2%	·	5%
O=[N+]([O-])c1ccc(-[n+]2c(-c3ccccc3)cc(-c3ccccc3)cc2-c2ccccc2)cc1	·	-1%	·	·	·	0.0%	0.3%	1.0%	·	5%
CCC1(CC)C(=O)N(C)C(=O)NC1=NC	·	-4%	·	·	i	-0.1%	-0.3%	0.9%	·	2%
CCOC(=O)C1(CCc2ccccc2)CCN(Cc2csc(C(C)=O)c2)CC1	-0.5%	-6%	13	15	i	-1.3%	-2.3%	-2.1%	-1.6%	3%
COCc1c(CN)cnc(C)c1N	-0.1%	2%	-18	0	i	-0.4%	1.5%	1.2%	3.4%	7%
O=C1NC(=O)N(Cc2ccccc2)C(=O)/C1=C/C=C/c1ccco1	·	-27%	·	·	i	-0.1%	1.0%	?	·	?
Cc1ccc(-c2cc(-c3ccc(C)cc3)[n+](C)o2)cc1	-2.7%	-5%	2	-9	i	-1.4%	2.6%[50 µM]	1.7%	3.6%	5%
COc1cc(OC)c(OC)cc1CNC(C)C(O)c1ccccc1 (configuration not stated)	-15%	-2%	20	18	i	-1.0%	0.1%	-1.3%	-2.6%	1%	Dengue-2 NS5 capping pilot replicate=-6.1
CCOC(=O)N1CCN(C(C)C(=O)c2c[nH]c3ccccc23)CC1 (configuration not stated)	-3.3%	4%	14	12	i	0.2%	0.1%	1.8%	-1.1%	15%
Cc1[nH]c2ccccc2c1C(=O)CN1CC=C(c2ccccc2)CC1	-1.5%	-18%	11	-11	i	0.6%	-0.1%	5.1%	-2.8%	5%
CCC(=NCCc1c[nH]c2ccccc12)c1c(O)n(-c2ccc(C)cc2)c(=O)[nH]c1=O	-6.7%	-4%	0	-13	i	-1.6%	4.6%	7.4%	-3.1%	1%
CCOP(=O)(OCC)c1cccc(O)c1	-3.1%	-1%	-15	-4	i	0.4%	0.1%	0.8%	-5.7%	5%
O=C1NC(=O)C(C(CC(=O)c2ccccc2)c2ccccc2)C(=O)N1 (configuration not stated)	-3.9%	2%	4	-10	i	0.4%	-0.1%	0.8%	1.0%	-5%
COP(=S)(OC)c1c(C)nn(CCC#N)c1NC(=O)c1ccc(Cl)cc1	·	-7%	·	·	·	-0.6%	-0.1%	2.2%	·	7%
O=c1[nH]c(=S)n(Cc2ccc(F)cc2)c(O)c1/C=N/N1CCCCC1	-5.6%	9%	11	7	i	-0.6%	2.4%	1.0%	-2.5%	25%
CCOc1cc2c(cc1OCC)-n1cccc1C(c1cc(OC)ccc1F)NC2 (configuration not stated)	·	-7%	·	·	·	-0.6%	0.1%	38%	·	6%
O=C(C1CCC(=O)N1C1CCCCC1)N1CCC2(CC1)OCCO2 (configuration not stated)	-4.6%	-4%	·	·	·	·	0.5%	1.3%	-2.3%	3%
C=CCn1c(O)c(/C=N/N2CCCCC2)c(=O)[nH]c1=O	·	-3%	·	·	i	0.1%	0.4%	·	·	8%
CC(=O)Nc1ccc(CC(=O)N2CCN(Cc3ccccc3)CC2)cc1	·	-2%	·	·	·	-0.5%	0.3%	1.1%	·	13%
O=c1[nH]c(=S)n(-c2ccccc2)c(O)c1/C=N/N1CCCCC1c1cccnc1 (configuration not stated)	·	-33%	·	·	i	0.1%	0.0%	1.5%	·	27%
N=C1c2ccccc2CN1c1ncccn1	-3.0%	-4%	-6	3	i	-0.3%	-0.4%	2.6%	0.0%	16%
Cc1cc(OCC(=O)NC2CCS(=O)(=O)C2)c2c3c(c(=O)oc2c1)CCC3 (configuration not stated)	1.9%	-7%	3	-9	i	-0.5%	-0.4%	0.7%	5.7%	5%
CC/C(=C(\c1ccccc1)c1ccc(OCCN(C)C)cc1)c1ccccc1	·	-10%&-2%	·	·	·	·	?	-3.7%&-3.7%	·	1%&10%
Cc1ccsc1C(=O)C1CCCN(Cc2cccc(-n3cccn3)c2)C1 (configuration not stated)	-4.2%	-4%	12	22	i	-0.6%	-0.2%	2.7%	0.5%	8%
COc1ccc(-c2cc(=Nc3cccc(C(=O)O)c3)c3cc(C)ccc3o2)cc1	-11%	11%	23	12	i	-0.3%	-0.2%	-1.3%	-1.3%	0%
Cc1ccc(-n2c(C)nc3ccccc3c2=O)cc1C	-3.2%	3%	-7	-13	i	0.1%	0.1%	2.9%	0.6%	·
Cc1cc(/C=C2\C(=O)NC(=O)N(Cc3ccccc3Cl)C2=O)c(C)n1-c1ccc(C(=O)O)cc1	-3.0%	-1%	8	-5	i	0.5%	0.3%	2.2%	-0.8%	·
COC(=O)C1=C(c2ccccc2)C[C@@H]2CC[C@H]1N2C(=O)N1CCCCC1	·	-8%	·	·	i	-0.6%	0.3%	4.2%	·	19%
Oc1ccc(C2NCc3ccccc3-n3cccc32)cc1Cl (configuration not stated)	-14%&-7.4%	-1%&-1%	-2&9	-6&4	i	-0.2%&0.9%	-0.2%&0.1%	5.3%&-0.7%	0.7%&-3.0%	-1%&12%
COc1cc(C(=S)N2CCOCC2)cc(OC)c1OC(=O)Cc1ccccc1	1.8%	-12%	-1	-2	i	1.5%	0.2%	-0.6%	-0.2%	1%
CCCCn1c(O)c(C(CC)=NCCc2ccccc2)c(=O)[nH]c1=O	1.7%	-4%	19	17	i	-0.1%	-0.5%	3.7%	-2.6%	8%
COc1ccc(-c2nn(CCC#N)cc2C(=O)NCc2ccccc2)cc1[N+](=O)[O-]	·	2%	·	·	·	-0.2%	0.3%	0.4%	·	10%
Cc1ccc(-c2nc3ccccc3c(=O)n2-n2cccc2)cc1	-4.2%	-8%	0	-7	i	0.2%	1.8%	-0.2%	-1.3%	4%
COc1cccc(-n2c(O)c(C=NCCN3CCOCC3)c(=O)[nH]c2=O)c1	1.3%	-3%	-17	-5	i	0.0%	2.1%	·	1.0%	13%
Cc1cc(N2CCOCC2)nc2ccc(NC(=O)CCC(=O)N3CCC4(CC3)OCCO4)cc12	-1.1%	4%	7	-17	·	·	0.1%	2.8%	-2.6%	9%
COc1ccc(C(=O)N/N=C/C23CC[C@@H](O)CC2(O)CC[C@@H]2[C@@H]3CCC3(C)C(C4=CC(=O)OC4)CCC23O)cc1 (some centres not stated)	·	-1%	·	·	i	14%	0.1%	41%	·	4%
Nc1ccc(C2(c3ccc(N)cc3)c3ccccc3-c3ccccc32)cc1	-5.4%	-4%	49	-1	i	0.9%	0.1%	16%	2.4%	2%
OCCOCC#CCN1CCOCC1	0.5%	-7%	0	11	·	·	2.5%	1.8%	-3.7%	4%
Cn1c(=O)n(C)c2cc([N+](=O)[O-])c(N3CCNCC3)cc21	-4.4%	-3%	2	3	i	0.1%	1.0%	0.8%	-2.5%	2%
COCCNC(=O)c1ccc(N2CC3CC(C2)c2cccc(=O)n2C3)c([N+](=O)[O-])c1 (configuration not stated)	-10%	5%	7	-6	i	-0.1%	0.2%	-2.2%	-0.5%	7%
O=C(COC(=O)Cc1ccccc1)Nc1cc(S(=O)(=O)N2CCOCC2)ccc1N1CCCC1	-8.3%	-5%	-11	11	i	-0.6%	1.7%	1.2%	-1.6%	10%
CCC(N)Cc1c[nH]c2ccccc12 (configuration not stated)	·	-5%	·	·	i	0.1%	-0.1%	·	·	·
CCCN1C2CCCC1CC(NC(C)=O)C2 (configuration not stated)	-2.8%	-5%	4	-26	i	0.8%	0.3%	1.4%	-2.2%	2%
O=C(/C=C/c1ccc(Br)cc1)NC(=S)N1C[C@H]2C[C@H](C1)c1cccc(=O)n1C2	·	-7%	·	·	·	-0.1%	2.8%	-0.2%	·	19%
CC(=O)Nc1cc(C(=O)N2CCC3(CC2)OCCO3)ccc1Sc1ccc(C)cc1	-4.7%	2%	5	4	i	-1.0%	4.0%	-0.1%	-0.4%	15%
CC(Cc1ccccc1)NCc1ccccc1O (configuration not stated)	-2.5%	4%	-6	-11	i	-0.5%	0.1%	0.5%	-2.2%	3%
Cc1ccc(NC(=O)CN2C(=O)CN=C(c3ccccc3)c3cc(Cl)ccc32)cc1	-6.5%	1%	41	14	i	-0.7%	0.2%	3.6%	-0.7%	2%

These rows are one share of the data; rates above refer to the full screens.
